# Eya2 inh: qHTS Assay for Inhibitors of the Phosphatase Activity of Eya2 | Potency, µM (highest dose often 76.9 µM), inactives show top-dose activity, negative = inhibition, usual class: inhibitors | hit rate 0.006% among 330,000 | AID 488837, 2010 | recombinant Eya2, OMFP fluorescence dephosphorylation (OMFP is methylfluorescein phosphate); also: potency is read from the fitted curve at half-maximal effect; % is scaled to controls: 0 for no effect and ±100 for the full control effect
#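 Eya2 protein (added as 0.2 uM solution) was preincubated with compound for 10 min at ambient temperature in 50 mM HEPES pH 7.5, 50 mM NaCl, 5 uM MgCl2, 0.05% BSA, 1 mM DTT. OMFP (added at 50 uM) then reacted 10 min; fluorescence read at 485/525 nm.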
# TCR activator: Activators of T cell receptors: qHTS campaign; Potency, µM (doses to about 9.22 µM), for the others: top-dose activation of IL-2 secretion, hits mostly activators; 330,000 tested, under 10 active; primary human leukocytes, anti-CD3, IL-2 HTRF, 48 h; AID 504894, 2011; also: % of control where 0% means no effect
#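 Primary human leukocytes were stimulated with a-CD3 beads plus compounds for 48 hr without co-stimulation; secreted IL-2 was quantified by HTRF using a-IL-2-K (europium cryptate) and a-IL-2-d2, excited at 320nm with acceptor emission read at 665nm.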
# Chronic BCR inh: qHTS Assay to Find Inhibitors of Chronic Active B-Cell Receptor Signaling | ABC-DLBCL IkBa-CBG/CBR reporter, luminescence ratio, 4 h | hit rate 0.05% among 340,000 | Potency, µM (highest dose often 46.1 µM), without a hit: at the top dose ratio change, negative = lower green/red ratio, hits mostly inhibitors; active = well fitted inhibition curve with a large enough effect in the signal ratio, with a control signal flat, not every such curve was filed as active; inconclusive = small, poorly fitted or top-dose-only effect, or effect the other way, or a change in a side signal; the % refers to the signal ratio;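 also: potency is read from the fitted curve at half-maximal effect; plate controls were basal doxycycline-induced cells for no effect and cells given 10 µM MG132 for full effect; MG132 reads +100%, hits lower the ratio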
#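 Doxycycline induced both beetle luciferases in TMD8 lymphoma cells; IKK-driven degradation limits the IkappaBalpha-fused green signal, while red luminescence normalises for cell number and nonspecific effects. Compounds tested up to 46 uM, 4 hrs.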
# PTAP TSG101 blk: qHTS Assay for Iinhibitors of HIV-1 Budding by Blocking the Interaction of PTAP/TSG101; Tumor susceptibility gene 101 protein (Homo sapiens), Q99816; Fluorescence polarization, FITC-PTAP peptide / Tsg101 binding; Potency, µM (highest dose often 115 µM), inactives show at the top dose activity change, negative = inhibition, usual class: inhibitors; 340,000 tested, under 10 active; AID 493005, 2010; active = well fitted inhibition curve with a large enough effect in the main read-out, with a control signal flat, not every such curve was filed as active; inconclusive = small, poorly fitted or top-dose-only effect, or effect the other way, or a change in a side signal; inactive = no such curve, though single readings can be large or run the other way; also: potency is read from the fitted curve at half-maximal effect; % of control where 0% means no effect
# Target sequence (Q99816 whole entry, looked up): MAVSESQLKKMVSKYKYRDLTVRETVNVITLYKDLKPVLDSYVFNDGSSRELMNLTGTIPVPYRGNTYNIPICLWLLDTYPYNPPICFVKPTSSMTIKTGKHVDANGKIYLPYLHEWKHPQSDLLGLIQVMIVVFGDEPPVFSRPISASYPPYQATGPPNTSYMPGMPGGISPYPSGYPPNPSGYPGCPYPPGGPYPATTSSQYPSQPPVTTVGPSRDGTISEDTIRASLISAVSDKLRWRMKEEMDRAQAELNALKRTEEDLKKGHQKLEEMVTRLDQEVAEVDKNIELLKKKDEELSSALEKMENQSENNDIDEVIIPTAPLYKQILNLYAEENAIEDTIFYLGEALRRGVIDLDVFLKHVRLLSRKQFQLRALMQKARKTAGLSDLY
#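 Compounds were pin-transferred onto Tsg101 binding domain (10 uM final) in HEPES pH 7.5 buffer, then FITC-PTAP peptide was added at 50 nM final. After 20 min at RT, polarization reported peptide displacement across a qHTS concentration series.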
# AT treatment: qHTS Assay for Identifying a Potential Treatment of Ataxia-Telangiectasia; […] A-T fibroblasts, KAP-1 phosphorylation AlphaLISA; neocarzinostatin DNA damage 30 min before lysis; Potency, µM (series often up to 57.5 µM), for inactives: at the top dose activation, hits mostly activators; hit rate 0.19% among 320,000; also: potency is read from the fitted curve at half-maximal effect; % of control where 0% means no effect; nearly all actives have a fitted effect of over 45% in size
#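 ATM-like activity read as KAP-1 phosphorylation via AlphaLISA donor/acceptor antibody pairs after lysis and 6 hr at 25C. Cells were ATM-null patient fibroblasts ([…], hTERT), dosed 60 min, then exposed to the DSB inducer NCS for 30 min.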
# a7 integrin act: qHTS for Activators of Integrin-Mediated Alleviation for Muscular Dystrophy. hit rate 0.064% among 350,000. Potency, µM (highest dose often 38.3 µM), without a hit: top-dose activation, actives largely listed as activators. alpha7betagal myoblasts, beta-gal FDG fluorescence, 48 h;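 also: potency is read from the fitted curve at half-maximal effect; 100% = response of the positive control SU9516; nearly all actives have a fitted effect of over 60% in size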
#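 Alpha7betagal+/- myoblasts (passage 13) were plated 16-24 hr, then exposed to compounds (1:260 dilution of DMSO stock) for 48 hours at 37C. After MPER lysis, β-galactosidase reporter activity was read as FDG fluorescence (ex 480/em 540) after 30 minutes.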
# Tb PFK inh: qHTS Assay to Find Inhibitors of T. brucei phosphofructokinase; ATP-dependent 6-phosphofructokinase (Trypanosoma brucei brucei), O15648; T. brucei PFK, ADP-Glo luminescence; Potency, µM (doses to about 57.5 µM), inactives show at the highest dose activity, negative = inhibition, hits mostly inhibitors; hit rate 0.17% among 330,000;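 also: potency is read from the fitted curve at half-maximal effect; 0% = uninhibited 1x PFK enzyme wells and -100% = no-enzyme wells; nearly all actives have a fitted effect of over 60% in size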
# Target sequence (O15648 whole entry, looked up): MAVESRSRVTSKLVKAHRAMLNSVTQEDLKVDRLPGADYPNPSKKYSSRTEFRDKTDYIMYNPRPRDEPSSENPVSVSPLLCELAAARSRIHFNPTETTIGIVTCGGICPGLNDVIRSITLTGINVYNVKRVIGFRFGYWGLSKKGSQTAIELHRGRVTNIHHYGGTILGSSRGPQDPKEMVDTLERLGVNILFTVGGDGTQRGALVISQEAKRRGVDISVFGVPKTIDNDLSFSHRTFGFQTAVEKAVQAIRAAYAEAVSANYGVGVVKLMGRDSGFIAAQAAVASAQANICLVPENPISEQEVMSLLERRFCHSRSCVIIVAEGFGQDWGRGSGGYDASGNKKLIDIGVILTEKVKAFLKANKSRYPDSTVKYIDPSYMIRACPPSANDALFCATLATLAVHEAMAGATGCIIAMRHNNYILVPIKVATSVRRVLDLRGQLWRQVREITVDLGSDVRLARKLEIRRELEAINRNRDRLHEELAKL
#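 1.25 nM PFK with 0.5 mM F6P and 0.1 mM ATP in 0.1 M TEA pH 8.0, 5 mM MgCl2, incubated 45 min at room temperature; ADP measured by ADP-Glo luminescence; compounds titrated up to 57 uM.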
# ELG1 repair inh: qHTS screen for small molecules that inhibit ELG1-dependent DNA repair in human embryonic kidney (HEK293T) cells expressing luciferase-tagged ELG1; HEK293T ELG1-luciferase reporter, luminescence, 16 h; DNA damage induced by 5-fluorouridine; Potency, µM (top dose mostly 46.1 µM), without a hit: at the top dose activity change, negative = inhibition, usual class: inhibitors; hit rate 2.3% among 330,000; AID 504467, 2011; also: potency is read from the fitted curve at half-maximal effect; % is scaled to controls: 0 for no effect and ±100 for the full control effect; nearly all actives have a fitted effect of over 55% in size
#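 In this reporter screen, reduction of luminescence relative to DMSO vehicle indicated activity. Compounds and 5-fluorouridine were added together to 2,000 cells per well, incubated for 16 hr at 37 °C, then developed with ONE-Glo.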
# S-ASM inh: Inhibitors of Secretory Acid Sphingomyelinase (S-ASM): qHTS; placental ASM, HMU-PC fluorogenic substrate, 60 min; hit rate 0.006% among 340,000; Sphingomyelin phosphodiesterase (Homo sapiens), P17405; AID 504937, 2011; Potency, µM (highest dose often 57.5 µM), without a hit: top-dose activity change, negative = inhibition, hits mostly inhibitors; also: potency is read from the fitted curve at half-maximal effect
#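 Human placenta-derived ASM enzyme was preincubated with compound for 10 minutes at room temperature, then given fluorogenic substrate HMU-PC0 (9 uM final) for 60 minutes at 37 °C; a pH 10 stop preceded fluorescence reading at Ex 386/Em 447 nm.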
# Mito fusion act: qHTS Assay for Small Molecule Inhibitors of Mitochondrial Division or Activators of Mitochondrial Fusion. S. cerevisiae fusion-defective mutant growth rescue, CellTiterGlo 48 h. Potency, µM (titrated, usually from 46.1 µM), for the others: at the top dose growth rescue (activation), most hits filed as activators. hit rate 0.23% among 320,000. AID 485298, 2010;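 also: potency is read from the fitted curve at half-maximal effect; % of control where 0% means no effect; nearly all actives have a fitted effect of over 45% in size; temperature-sensitive fusion mutants such as fzo1-1 at 37 °C on non-fermentable ethanol glycerol medium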
#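 Read-out: ATP-based luminescence (CellTiterGlo, 10 min ambient) reporting growth of fusion-defective ts yeast after 48 hours at 37C on glycerol/ethanol YPEG medium in the presence of compound.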
# TSHR antag: Antagonists of the Thyroid Stimulating Hormone Receptor: HTS campaign | activity change, negative = inhibition, % at 11.5 µM | Thyrotropin receptor (Homo sapiens), P16473 | AID 504810, 2011 | hit rate 0.2% among 330,000 | TSHR-expressing cells, TSH-stimulated cAMP HTRF, 2 h; stronger effect = lower value;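 active = activity change below a set negative limit, meaning inhibition stronger than a set level, cut at about -70% in these data; inconclusive = activity change between two set negative limits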; also: % is scaled to controls: 0 for no effect and ±100 for the full control effect
#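 Freshly harvested TSHR cells receive pin-tooled compound, then EC80 TSH at 4nM final. After 2 hours at 37 deg C, antibody in lysis buffer and cAMP-d2 are added; 30 minutes at ambient temperature precede the HTRF read.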
# * hit, by the source's call; ? = inconclusive; nt = no result given; [ ] = dose if it differs, or a comment. Unless noted, calls follow the shape of the dose curve; as a rule, active = well fitted curve in the direction sought with a large enough effect; inconclusive = small, poorly fitted or top-dose-only effect, or another doubt; inactive = no such curve, though single readings can be large; an effect the other way counts as inactive or inconclusive.
# Each structure is followed by: Eya2 inh, TCR activator, Chronic BCR inh, PTAP TSG101 blk, AT treatment, a7 integrin act, Tb PFK inh, ELG1 repair inh, S-ASM inh, Mito fusion act, TSHR antag
CC(C)(C)OC(=O)N[C@@H](/C=C/c1ccccc1)C(=O)OC(C)(C)C
  -20%, 3%, ?, -11%, -19%, 18%, -11%, 15%, -3%, 17%, 15
COc1ccccc1CNC(=O)Cn1cccc1C(=O)c1ccccc1
  3%, -8%, -19%, -6%, 6%, 20%, -3%, ?, -2%, 13%, 52
CCN1CCN(C(=O)c2cc3c(=O)n4ccccc4nc3n2Cc2ccccc2)CC1
  0%, nt, -1%, nt, 15%, nt, 0%, 14%, nt, -2%, 6
O=C(CSc1ccc(Cl)cc1)OCc1nnc(-c2ccccc2)o1
  -27%, 1%, -1%, -3%, 1%, 0%, 0%, 5%, -6%, -5%, 2
CS(=O)(=O)N(CCc1ccccc1)CC(=O)N1CCN(Cc2ccc3c(c2)OCO3)CC1
  nt, -3%, nt, 0%, nt, -21%, nt, nt, 0%, 3%, nt
CCOC(=O)C1CCN(C(=O)Cn2cccc2C(=O)c2ccccc2)CC1
  8%, 5%, -22%, -6%, 0%, -9%, 0%, 0%, 1%, 2%, -3
COC(=O)c1ccc(NCC(=O)N2CCCCCC2)cc1
  -3%, nt, 0%, nt, 8%, nt, -4%, ?, nt, -5%, 35
COc1ccc(C2c3c(ccc4ccccc34)Oc3ncn4nc(CO/N=C/c5ccccc5)nc4c32)cc1 (centres undefined)
  8%, 9%, -12%, -3%, 1%, 16%, 0%, 18%, -4%, -1%, -11
CN(CC(=O)NCc1ccncc1)S(=O)(=O)c1cc(Cl)ccc1Cl
  -6%, -1%, ?, 1%, -3%, 9%, 0%, -9%, -4%, 14%, -5
CC1(C)Cc2nc3oc4c(N5CCOCC5)ncnc4c3cc2CO1
  0%, -11%, -13%, -6%, 3%, 4%[7.66 µM], 2%, -3%, 3%, -2%, 27
C=CCn1c(SCn2nnc3ccccc3c2=O)nnc1-c1ccc(F)cc1
  5%, 5%, -2%, -5%, 8%, 10%, 2%, 8%, -1%, -4%, 3
CCN(CC)c1ccc(NC(=S)Nc2ccc(F)cc2)cc1
  -2%, -2%, -4%, 0%, -5%, -63%[inhibitor], -10%, 18%, 0%, 9%, -4
Cc1cc(=O)[nH]c(SCCCOc2ccc(F)cc2)n1
  13%, 0%, 12%, -14%, nt, 2%[7.66 µM], -4%, 2%, 4%, 25%, 3
CC(=O)C1=C(C)OC(N)=C(C#N)C1c1ccncc1 (centres undefined)
  -1%, 2%, 5%, -5%, 4%, -7%, 4%, 10%, 11%, -2%, -5
COC(=O)c1ccccc1C(=O)N1CCCC(CNC(=O)c2ccc(F)cc2)C1 (centres undefined)
  1%, -1%, 0%, -2%, 2%, 0%, -4%, ?, -2%, 0%, -3
COc1ccc(C2CCCN2C(=S)Nc2cccc(Cl)c2C)cc1OC (centres undefined)
  3%, -3%, 0%, -7%, -2%, -43%[inhibitor], -2%, ?, -2%, 5%, -10
CCOc1ccc(C2C(C(=O)Nc3ccccc3)=C(C)N=c3s/c(=C/c4cccc(OCC(=O)O)c4)c(=O)n32)cc1 (centres undefined)
  -6%, 5%, ?, -2%, 9%, 38%, 6%, -13%, ?, 4%, 5
CCC(C)n1c(C)nc2c(c1=O)c1nc3ccccc3nc1n2-c1ccc2c(c1)OCCO2 (centres undefined)
  -3%, nt, -1%, nt, -5%, nt, 4%, ?, nt, 2%, 9
CCOCCn1c(N(C)Cc2ccccc2)nc2c1c(=O)[nH]c(=O)n2C
  21%, -1%, -1%, 1%, 2%, 14%, 0%, 3%, -3%, 8%, -2
CC1(c2ccccc2)NC(=O)N(CC(=O)Nc2ccc(N3CCOCC3)cc2)C1=O (centres undefined)
  -10%, -1%, 1%, -6%, 4%, -7%, 2%, 16%, 8%, nt, nt

# Next section; it opens with the 2 that closed the last part.
# Each structure is followed by: Eya2 inh, TCR activator, Chronic BCR inh, PTAP TSG101 blk, AT treatment, a7 integrin act, Tb PFK inh, ELG1 repair inh, S-ASM inh, Mito fusion act, TSHR antag
CCOCCn1c(N(C)Cc2ccccc2)nc2c1c(=O)[nH]c(=O)n2C
  21%, -1%, -1%, 1%, 2%, 14%, 0%, 3%, -3%, 8%, -2
CC1(c2ccccc2)NC(=O)N(CC(=O)Nc2ccc(N3CCOCC3)cc2)C1=O (centres undefined)
  -10%, -1%, 1%, -6%, 4%, -7%, 2%, 16%, 8%, nt, nt
Cc1cc(OC(=O)c2ccc(S(=O)(=O)N(C)C)cc2)c([N+](=O)[O-])c(=O)[nH]1
  ?, -5%, ?, 0%, 1%, 3%, 2%, 4%, -1%, 14%, 2
O=C(Cc1ccc(Br)cc1)c1ccc(O)cc1O
  8%, 2%, ?, -6%, 4%, 19%, -5%, ?, -15%, 7%, -15
O=S(=O)(Nc1ccccc1Br)c1cccs1
  13%, -5%, 0%, -3%, -4%, -19%, -1%, -3%, 0%, -1%, -1
c1ccc(CNc2nc3ccccc3n3cnnc23)cc1
  -7%, 1%, ?, -1%, 6%, 5%, 1%, 26%, -2%, -2%, 5
Cc1ccsc1/C=N/Nc1ccc(C(=O)O)cc1
  0%, -3%, ?, -5%, -8%, 10%, -5%, ?, 13%, 7%, -14
CN1CCC(N(C)C(=O)c2ccccc2Nc2ccc(SC(F)F)cc2)CC1
  -18%, nt, ?, -7%, -16%, -23%, 0%, 13%, 6%, -3%, -5
CCCCn1cnc2c(sc3nc4c(cc32)CSC(C)(C)C4)c1=O
  -2%, 1%[46.1 µM], ?, -2%, 4%, 3%, -1%, ?, -1%, 4%, -4
Cc1ccc(CONC(=O)c2ccccc2Cl)cc1
  -11%, 5%, ?, -3%, 0%, 10%, -5%, ?, 4%, 1%, 5
Cc1ccc2nc3ccc(N4CCCC4)nn3c(=O)c2c1
  11%, 8%, ?, -1%, -2%, 17%, 4%, ?, 19%, 6%, -17
FC(F)(F)c1cc(-c2ccco2)nc(N2CCN(Cc3ccccc3)CC2)n1
  -18%, -8%, 0%, -3%, 2%, 11%, 0%, -3%, -9%, 1%, -12
CN(C)S(=O)(=O)c1ccc(C(=O)NCCS(=O)(=O)N2CCN(c3ccc(F)cc3)CC2)cc1
  5%, -13%, ?, -1%, 1%, 27%, 2%, 9%, -1%, -5%, -5
CCCC(=O)Nc1ccc(-c2csc(N/N=C\c3ccncc3)n2)cc1
  -5%, 2%, -2%, -1%, 44%, -21%, -10%, nt, -3%, 2%, -10
CCOc1ccc(-n2nnnc2SCC(=O)Nc2ccc(NC(C)=O)cc2)cc1
  -21%, -2%, 0%, 1%, 12%, -1%, 1%, -27%, 1%, 4%, 3

# Compound activity: PubChem BioAssay, National Center for Advancing Translational Sciences (NCATS)
